Compound activity as filed in PubChem.
FAS-TE inh – FAS thioesterase (human) inhibition; P49327; recombinant FAS-TE, OMFH fluorogenic substrate, fluorescence endpoint; inhibition, % at 15 µM; 360,000 compounds, 0.67% hits;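 active = compounds whose normalised, plate-corrected inhibition of enzyme fluorescence in the single-dose primary screen is 50% or more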;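 also: 0% = DMSO with enzyme and 100% = substrate without enzyme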
MsrA inh – bovine MsrA inhibition; purified bovine MsrA, absorbance read-out; inhibition, % at 15.5 µM; 360,000 compounds, 0.75% hits; in the data active = inhibition above about 4.5%;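 also: 0% = vehicle wells with enzyme and 100% = reference inhibitor wells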
PABP1 MLLE inh – blocks PAM2 peptide binding to the PABP1 MLLE domain; P11940; GST-MLLE / FITC-PAM2 fluorescence polarization; inhibition, % at 20 µM; 360,000 compounds, 0.36% hits; in the data active = inhibition above about 35%, passing the limit was not always enough;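 also: plate controls were DMSO wells with GST-MLLE for no effect and wells lacking GST-MLLE protein for full effect; some results filed as inactive read as strong as hits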
bovine MsrA act – activates bovine MsrA enzyme; purified bovine MsrA, absorbance read-out; activation, % at 10.6 µM; 360,000 compounds, 0.3% hits; AID 602163; in the data active = activation above about 7.5%;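 also: 0% = vehicle and 100% = reference activator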
CSN inh – CSN deneddylation inhibition; Q92905; Purified CSN, SCF-Nedd8-OG deneddylation, fluorescence polarization; inhibition, % at 12.5 µM; 360,000 compounds, 0.38% hits; AID 651999;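 active = pattern-corrected inhibition above about 35%, with an unprinted fluorescence ratio check between 0.5 and 1.5, limit read from the data, passing the limit was not always enough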;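 also: 0% = enzyme with substrate and 100% = substrate without enzyme; some results filed as inactive read as strong as hits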
Target sequence (Q92905 whole entry, looked up, one chain of several): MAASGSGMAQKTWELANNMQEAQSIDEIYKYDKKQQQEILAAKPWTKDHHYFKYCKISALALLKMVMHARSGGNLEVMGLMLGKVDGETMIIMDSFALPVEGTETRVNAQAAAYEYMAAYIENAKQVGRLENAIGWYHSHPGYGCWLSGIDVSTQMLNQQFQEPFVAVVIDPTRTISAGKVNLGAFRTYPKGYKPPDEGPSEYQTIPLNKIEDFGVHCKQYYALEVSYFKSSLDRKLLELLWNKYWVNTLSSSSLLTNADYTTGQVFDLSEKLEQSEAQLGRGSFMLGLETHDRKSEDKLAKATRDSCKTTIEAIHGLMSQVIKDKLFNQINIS
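test system = HEK293T-derived human Csn5 enzyme | amount = 0.24 nM Csn5 enzyme, final concentration | medium = Tris/NaCl/DTT buffer, pH 7.5 | schedule = 90 min reaction at room temperature | signal = FP | evaluation = inhibition of Csn5 cleavage, % | compound dosing = single dose of 12.5 µM compound with 0.25% DMSO | probe or stimulus = 10 nM SCFSkp2-Nedd8OG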
TbMetRS inhib – blocks T. brucei methionyl-tRNA synthetase activity. purified T. brucei MetRS, ATP depletion, Kinase-Glo luminescence. inhibition, % at 11.9 µM. 360,000 compounds, 0.4% hits;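 active = inhibition above a per-plate cutoff of the control wells' mean inhibition plus 3 SD, cut at about 5.5% in these data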;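 also: 0% = DMSO wells median and 100% = median of wells with control inhibitor compound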
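Measured by: Kinase-Glo luciferase luminescence reporting remaining unconsumed ATP. Material: purified T. brucei MetRS enzyme. Doses: 11.9 µM compound single dose, 0.9% DMSO. Medium: HEPES buffer containing pyrophosphatase, BSA, spermine, DTT. Times: 15 min preincubation, 2 h reaction, all 25 °C. Reagent: methionine, ATP and bulk E. coli tRNA.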
Rin1 Abl inh – human Rin1-Abl interaction inhibition | TR-FRET Rin1/Abl binding, biochemical | P00519+Q13671 | inhibition, % at 7.35 µM | 360,000 compounds, 0.4% hits | AID 588664; in the data active = inhibition above about 5%, passing the limit was not always enough
Neddyl block – blocks human cullin neddylation. AID 651699. TR-FRET cullin neddylation, biochemical. 360,000 compounds, 0.58% hits. calls only at 25 µM. P61081+Q13564; in the data active = inhibition above about 36%
Target sequence (P61081 whole entry, looked up): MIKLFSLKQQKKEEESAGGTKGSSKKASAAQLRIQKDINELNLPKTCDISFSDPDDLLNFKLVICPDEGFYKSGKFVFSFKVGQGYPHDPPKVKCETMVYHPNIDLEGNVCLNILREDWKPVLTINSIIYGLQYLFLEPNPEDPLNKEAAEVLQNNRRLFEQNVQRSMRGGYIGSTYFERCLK
Target sequence (Q13564 whole entry, looked up): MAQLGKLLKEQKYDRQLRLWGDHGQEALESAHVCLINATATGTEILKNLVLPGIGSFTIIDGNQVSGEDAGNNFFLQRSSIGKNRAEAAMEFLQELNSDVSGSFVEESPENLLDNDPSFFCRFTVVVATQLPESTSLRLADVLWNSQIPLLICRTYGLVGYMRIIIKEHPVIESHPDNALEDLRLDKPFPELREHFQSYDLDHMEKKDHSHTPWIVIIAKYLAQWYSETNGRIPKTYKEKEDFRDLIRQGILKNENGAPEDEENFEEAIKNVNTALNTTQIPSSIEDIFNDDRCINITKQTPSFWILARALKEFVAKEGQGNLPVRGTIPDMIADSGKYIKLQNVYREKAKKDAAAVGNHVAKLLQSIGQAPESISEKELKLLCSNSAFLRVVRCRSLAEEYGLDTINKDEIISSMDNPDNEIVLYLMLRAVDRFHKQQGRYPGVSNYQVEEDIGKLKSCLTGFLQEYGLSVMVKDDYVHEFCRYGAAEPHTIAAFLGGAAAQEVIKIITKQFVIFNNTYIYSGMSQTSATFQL
eLon inh – inhibits E. coli Lon protease; purified E. coli Lon protease, fluorescence polarization; inhibition, % at 7.94 µM; 360,000 compounds, 0.42% hits; AID 602123; in the data active = inhibition above about 13%, passing the limit was not always enough;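 also: 0% = enzyme with probe and DMSO and 100% = no enzyme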
* = called active by the depositor; i = inactive; · = not tested or not shown. Outcome played no part in choosing rows. Share with any hit: about 4%.

Under each structure – FAS-TE inh, MsrA inh, PABP1 MLLE inh, bovine MsrA act, CSN inh, TbMetRS inhib, Rin1 Abl inh, Neddyl block, eLon inh
1) CC(C)c1ccc(/C=N/NC(=O)c2ccccc2Cl)cc1
  11, 1.2, 11, 13*, 2, -0.6, 3, i, -6
2) Cc1ccc(S(=O)(=O)N(C)C)cc1NC(=S)NCCCn1ccnc1
  -3, -0.2, 5, -2, 0, 0.1, -1, i, 6
3) C/C(=N/NC(=O)c1cc(-c2ccc(Br)s2)[nH]n1)c1ccco1
  -5, 0.3, -19, -12, -15, 0.0, 1, i, -12
4) COc1ccc(C(=O)NCC(=O)OCC(=O)c2ccc3c(c2)NC(=O)CO3)cc1
  -6, 0.3, -33, -2, -2, 0.3, -1, i, 3
5) O=C(Nc1nc(-c2cccs2)c(C(=O)C(F)(F)F)s1)c1ccco1
  4, 3.9, 5, -4, 6, -0.2, -2, i, 1
6) Cc1ccc(C(=O)CCC(=O)OCC(=O)N(C)c2c(N)n(Cc3ccccc3)c(=O)[nH]c2=O)cc1
  -4, -0.8, 2, -2, 0, -0.3, 2, i, -9
7) Cc1ccc2sc(-c3ccc(NC(=O)/C=C\C(=O)O)cc3)nc2c1
  -2, 4.0, 7, -5, 8, -0.8, -2, ·, 3
8) Cc1ccc2[nH]c(=O)c3cc(C(=O)N(C)Cc4ccco4)sc3c2c1
  -1, 0.9, -13, -1, 2, 0.7, -3, i, 1
9) CCn1c(SCC(=O)c2cc(C)ccc2C)nc2cc(S(=O)(=O)N3CCOCC3)ccc21
  20, -0.1, -93, -3, -7, 0.4, 0, i, -2
10) O=C1C=C(c2cccc(Br)c2)C[C@@H](c2ccc(F)cc2)C1
  29, -0.3, 0, -2, -4, -0.2, 1, i, 1
11) Cc1ccc(NC(=O)CCSc2nnc(C)s2)cc1
  -6, 0.8, -23, 2, -2, -0.8, 2, i, 0
12) CC(C)(C)NS(=O)(=O)c1ccc2nc(NC(=O)Cc3cccs3)sc2c1
  6, 2.8, -4, 0, 0, -0.1, 0, i, -16
13) CSc1cccc(NC(=O)CSc2ccc(Cl)cc2)c1
  29, -0.1, 1, -6, -4, 0.4, 0, i, -2
14) C=CCN(CC=C)Cc1c(C)[nH]c2c(C)c(C)ccc2c1=O
  0, 2.0, -10, -3, -5, -0.1, 6, i, -6
15) CN(C(=O)COC(=O)CSc1cc(Cl)ccc1Cl)c1c(N)n(Cc2ccccc2)c(=O)[nH]c1=O
  -2, 0.4, -28, 3, -2, -0.4, -2, i, -10
16) O=C(N/N=C1\CC2CC=CC12)c1ccc(COc2ccccc2)cc1 (stereo not drawn)
  -3, -0.6, 12, -5, -2, -0.7, 2, i, 4
17) Cc1cc(C)c(OCCN2CCCC2)c(Cl)c1
  -8, 0.5, -4, -14, -5, -1.4, 1, i, -11
18) COC(=O)c1ccccc1NC(=O)c1ccc2c(c1)C(=O)N(Cc1ccco1)C2=O
  -5, -0.5, 2, 0, -1, -0.9, 1, i, -6
19) O=C(O)CC(C(=O)OCCOc1ccccc1)N1CCOCC1 (stereo not drawn)
  -29, 0.2, -1, -2, -2, 0.1, 2, i, 1
20) CC(=O)C[C@H]1c2ccccc2S(=O)(=O)N1C1CCCC1
  -13, -0.7, 8, -3, -4, -0.2, -1, i, 2

The closing two compounds of the section before open the next one.
Under each structure – FAS-TE inh, MsrA inh, PABP1 MLLE inh, bovine MsrA act, CSN inh, TbMetRS inhib, Rin1 Abl inh, Neddyl block, eLon inh
19) O=C(O)CC(C(=O)OCCOc1ccccc1)N1CCOCC1 (stereo not drawn)
  -29, 0.2, -1, -2, -2, 0.1, 2, i, 1
20) CC(=O)C[C@H]1c2ccccc2S(=O)(=O)N1C1CCCC1
  -13, -0.7, 8, -3, -4, -0.2, -1, i, 2
21) O=C(CCNS(=O)(=O)c1cccs1)NCc1ccccc1
  -2, 1.1, 0, -10, -1, -1.1, -1, i, -9
22) CCCc1cc(C(=O)Cc2ccc(C(=O)OCC)o2)c(O)cc1O
  2, 1.9, -27, -5, 8, 0.4, 0, i, -4
23) Cc1cccc(/C=c2\s/c(=C\C(=O)C(C)(C)C)[nH]c2=O)c1
  7, 1.7, 10, -2, -2, -0.7, -1, i, 2
24) CCNC(=S)N1CCN(C(c2ccccc2)c2ccccc2)CC1
  13, 0.5, -117, -2, 9, -0.3, 1, i, 3
25) CC(=O)N1CCN(c2ccc(NC(=O)C(C)Oc3ccc(Cl)cc3Cl)cc2)CC1 (stereo not drawn)
  5, -1.1, -5, -3, -5, 0.1, -3, i, -11
26) CCOc1ccccc1-c1nc(SCC(=O)O)n[nH]1
  -2, 0.1, -5, -11, 0, -0.6, -2, i, 9
27) Cn1c(NC(=O)C2CCCO2)cc(=O)n(C)c1=O (stereo not drawn)
  -8, 1.0, 0, -3, -1, 0.1, -1, i, 1
28) C[C@@H](NC(=O)c1ncn(C)c1C(=O)N[C@H](C)c1ccccc1)c1ccccc1
  14, -0.4, 3, 0, -5, -0.4, 0, i, -3
29) COc1ccccc1C1/C(=C(/O)c2ccc(OC(C)C)cc2)C(=O)C(=O)N1c1cc(C)on1 (stereo not drawn)
  -5, 1.3, 11, -12, -1, -0.4, 2, i, 1
30) CCOC(=O)c1sc(N)nc1C(C)C
  -5, 1.9, 17, -6, -3, -0.3, -2, i, -1
31) CCO[C@@H]1OC(C(=O)N2CCOCC2)=C[C@H](C2CC2)[C@H]1CCCO
  -19, 0.3, -9, -1, 1, -0.4, 1, i, -6
32) CC(=O)c1ccc(S(=O)(=O)N2CCN(c3nn(C)c(=O)n(C)c3=O)CC2)cc1
  0, 1.1, 3, -1, -1, -0.4, -4, i, -3
33) COc1ccc(-c2ccc(NC(=O)c3ccc(Br)o3)cc2)nn1
  -4, 0.9, -22, -2, 3, -0.5, -3, i, 3
34) CCN(CC)CC(O)c1ccc2ccc3ccc(O)cc3c2c1 (stereo not drawn)
  -3, 0.5, 10, -3, 1, -0.2, -2, i, -3
35) Cc1ccc(C)c(NC(=O)CSc2nc3ccccc3nc2N2CCOCC2)c1
  -1, 0.2, 4, -2, -4, -0.8, -1, i, -4
36) CN(C)/C=N/NC(=O)c1ccccc1
  -5, 1.7, 7, -3, -11, 0.4, -1, i, -3
37) COc1ccc(-c2cnnn2-c2ccc(NC(=O)c3ccco3)cc2)cc1OC
  -4, -1.4, -9, -1, 3, -0.6, 2, i, 1
38) CS(=O)(=O)Cc1nc2ccccc2n1CC(=O)Nc1cccc(S(=O)(=O)N2CCCC2)c1
  0, -0.4, 4, -5, 0, 10*, 0, i, -7
39) COC(=O)C1=C(C)N(Cc2ccccc2)C(=NCCCOC(C)C)N[C@H]1c1ccccc1
  -14, -0.5, -84, -1, -9, -0.1, 1, i, 7
40) CCCNC(=O)N[C@H]1C=C[C@H](CC(=O)OC)O[C@@H]1CO
  ·, 1.0, ·, ·, 0, -0.6, ·, i, ·
41) Cc1cc(C)nc(Nc2ccc(C)c([N+](=O)[O-])c2)n1
  6, 0.8, 0, -1, 5, 1.6, -1, i, 3
42) Cc1noc(C)c1COc1ccc(C(=O)OCC(=O)OC(C)(C)C)cc1
  1, 0.0, -11, -2, 0, -0.8, 3, i, -4
43) CSc1ccc(S(=O)(=O)N(CC(=O)NN=C2CCN(C)CC2)c2ccc(C)cc2)cc1
  -3, -0.4, 9, -13, 6, -0.6, -1, i, 5
44) O=C(Nc1ccc(Oc2cccnc2)cc1)c1ccc([N+](=O)[O-])cc1
  2, -0.2, -10, -3, -6, -0.7, 2, i, -6
45) CCOC(=O)c1cc(C)sc1NC(=O)CSc1nccn1C
  -3, 0.5, -22, -5, 6, -0.5, 0, i, -6
46) O=C(CCCn1cnc([N+](=O)[O-])n1)Nc1cccc(Cl)c1Cl
  10, 0.0, 20, -6, 3, -1.1, 1, i, 7
47) CC(Oc1ccc(Cl)cc1)C(=O)NCC1CCCO1 (stereo not drawn)
  -9, -1.2, 8, -5, 1, -0.6, 4, i, -13
48) O=C(/C=C/c1ccccc1)NCC(=O)N/N=C\c1cccnc1
  -6, -1.2, 9, -11, -2, -0.2, -2, i, -2
49) CC(=O)c1cc2c(cc1NS(=O)(=O)c1ccc(C)cc1)OCCO2
  11, -0.6, 9, -6, 1, -0.9, -3, i, -2
50) O=c1onc(-c2cccnc2)n1-c1ccccc1F
  -4, -0.9, 12, -6, 5, -0.8, 1, i, 2
51) ON=C1c2ccccc2-c2ccccc21
  -17, 0.3, 5, -1, 5, 0.3, 3, i, 2
52) CCOc1ccc(CCN2C(=S)N([C@@H](CC(C)C)CN3CCC[C@@H]3CN3C(=S)NC[C@@H]3Cc3ccccc3)C[C@@H]2Cc2ccc(O)cc2)cc1
  -99, -0.2, 17, -2, 1, -0.7, 2, i, 8
53) O=C(COC(=O)Cc1ccccc1[N+](=O)[O-])NC1CCCC1
  -3, 0.5, 3, -3, -4, -0.3, 2, i, -5
54) N#Cc1ccc(CSc2nnc(NC(=O)c3ccc4ncsc4c3)s2)cc1
  1, 0.7, -7, -8, -5, -0.5, 2, i, -11
55) COc1ccc(NC(=O)CC(C)=O)c(OC)c1
  -4, -0.7, -2, -1, 1, 0.3, 3, i, -6
56) COc1ccc(-c2ccc(=O)n(CC(=O)NCc3ccco3)n2)cc1
  -6, -0.2, 1, 0, -1, 0.1, -6, i, -4

By substructure, the entries above containing two or more sulfur atoms (12)
Under each structure – FAS-TE inh, MsrA inh, PABP1 MLLE inh, bovine MsrA act, CSN inh, TbMetRS inhib, Rin1 Abl inh, Neddyl block, eLon inh
2) Cc1ccc(S(=O)(=O)N(C)C)cc1NC(=S)NCCCn1ccnc1
  -3, -0.2, 5, -2, 0, 0.1, -1, i, 6
5) O=C(Nc1nc(-c2cccs2)c(C(=O)C(F)(F)F)s1)c1ccco1
  4, 3.9, 5, -4, 6, -0.2, -2, i, 1
9) CCn1c(SCC(=O)c2cc(C)ccc2C)nc2cc(S(=O)(=O)N3CCOCC3)ccc21
  20, -0.1, -93, -3, -7, 0.4, 0, i, -2
11) Cc1ccc(NC(=O)CCSc2nnc(C)s2)cc1
  -6, 0.8, -23, 2, -2, -0.8, 2, i, 0
12) CC(C)(C)NS(=O)(=O)c1ccc2nc(NC(=O)Cc3cccs3)sc2c1
  6, 2.8, -4, 0, 0, -0.1, 0, i, -16
13) CSc1cccc(NC(=O)CSc2ccc(Cl)cc2)c1
  29, -0.1, 1, -6, -4, 0.4, 0, i, -2
21) O=C(CCNS(=O)(=O)c1cccs1)NCc1ccccc1
  -2, 1.1, 0, -10, -1, -1.1, -1, i, -9
38) CS(=O)(=O)Cc1nc2ccccc2n1CC(=O)Nc1cccc(S(=O)(=O)N2CCCC2)c1
  0, -0.4, 4, -5, 0, 10*, 0, i, -7
43) CSc1ccc(S(=O)(=O)N(CC(=O)NN=C2CCN(C)CC2)c2ccc(C)cc2)cc1
  -3, -0.4, 9, -13, 6, -0.6, -1, i, 5
45) CCOC(=O)c1cc(C)sc1NC(=O)CSc1nccn1C
  -3, 0.5, -22, -5, 6, -0.5, 0, i, -6
52) CCOc1ccc(CCN2C(=S)N([C@@H](CC(C)C)CN3CCC[C@@H]3CN3C(=S)NC[C@@H]3Cc3ccccc3)C[C@@H]2Cc2ccc(O)cc2)cc1
  -99, -0.2, 17, -2, 1, -0.7, 2, i, 8
54) N#Cc1ccc(CSc2nnc(NC(=O)c3ccc4ncsc4c3)s2)cc1
  1, 0.7, -7, -8, -5, -0.5, 2, i, -11
